# Screening results as filed in PubChem BioAssay.
# Tat export inh – inhibitors of E. coli Tat protein transport; E. coli MC4100 TorA-mCherry Tat export, fluorescence; inhibition, % at 10 µM; actives 0.036% (n = 340,000); AID 488895;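 active means mean replicate inhibition at least 50% and at least half of replicates individually reaching 50%; inconclusive means only one of the two criteria met; inactive means neither criterion met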;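 further: exported cargo escapes ClpAP degradation while cytoplasmic cargo is degraded and loses fluorescence; 0% = median of neutral control wells and 100% = median of NaSCN control wells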
# Ecoli viability – reduces bacterial viability in AddAB counter-screen; E. coli V3065 growth, OD600 absorbance, 18 h; inhibition, % at 11.9 µM; actives 0.27% (n = 330,000); AID 449728;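 active means inhibition above the campaign's mean inhibition across all tested compounds plus 3 SD, cut at about 9.9% in these data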;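 further: uninfected addAB+ strain grown without phage in ampicillin broth; 0% = DMSO wells and 100% = ciprofloxacin 0.95 µg/ml wells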
# SUMO Mot1 rescue – inhibitors of SUMOylation pathway: yeast Mot1-301 growth rescue; actives 1% (n = 320,000); S. cerevisiae Mot1-301 growth rescue, ATP luminescence, 38.5C; percent above DMSO median, 100 means doubled; growth rescue, % at 18.8 µM; AID 2716;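 active means every valid replicate shows activation above 250% relative to neutral control wells; inactive means the rest, any valid replicate at or below 250%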;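 further: OY570 slx delta 5 strain wells were the positive control but not used for scaling; some compounds called inactive have numbers as strong as hits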
# PKA-R1A act – PKA-R1A complex activation | P00514+P68181 | actives 0.083% (n = 340,000) | PKA-R1A dissociation, Cy5-IP20 fluorescence polarization; scaled: DMSO 0%, 113 µM cGMP 100% | activation, % at 11.4 µM | AID 504707;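 active means percent activation above the mean of all tested compounds plus 3 SD, cut at about 19% in these data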;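 further: higher means more PKAc released from R1A so a rise in polarization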
# PfHsp90 yeast 2 – growth inhibition of yeast expressing Plasmodium Hsp90; S. cerevisiae expressing PfHsp90, BacTiter-Glo ATP, 48 h; yeast lacking PDR1 and PDR3 efflux regulators; inhibition, % at 9.4 µM; actives 0.32% (n = 310,000);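 active means every replicate shows inhibition above about 80%, whatever the replicate mean, limit read from the data; inconclusive means mean inhibition reaches the set limit but some replicate falls short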;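 further: 0% = DMSO neutral controls and 100% = 20 µM radicicol positive controls; yeast relying on Plasmodium falciparum Hsp90 in place of its own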
# phage Ecoli inh – E. coli growth loss with phage present | AID 651602 | actives 0.26% (n = 360,000) | growth absorbance | inhibition, % at 11.9 µM; in the data active means inhibition above about 11%
# OPRM1-OPRD1 ag – OPRM1-OPRD1 heterodimerization agonism; P35372+P41143; cells, luminescence; activation, % at 9.3 µM; actives 0.3% (n = 340,000); AID 504326; in the data active means activation above about 18%;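 further: 0% = vehicle-treated cells and 100% = reference agonist; values of inactives mirror those of a sister screen read the other way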
# Target sequence (P35372 whole entry, looked up): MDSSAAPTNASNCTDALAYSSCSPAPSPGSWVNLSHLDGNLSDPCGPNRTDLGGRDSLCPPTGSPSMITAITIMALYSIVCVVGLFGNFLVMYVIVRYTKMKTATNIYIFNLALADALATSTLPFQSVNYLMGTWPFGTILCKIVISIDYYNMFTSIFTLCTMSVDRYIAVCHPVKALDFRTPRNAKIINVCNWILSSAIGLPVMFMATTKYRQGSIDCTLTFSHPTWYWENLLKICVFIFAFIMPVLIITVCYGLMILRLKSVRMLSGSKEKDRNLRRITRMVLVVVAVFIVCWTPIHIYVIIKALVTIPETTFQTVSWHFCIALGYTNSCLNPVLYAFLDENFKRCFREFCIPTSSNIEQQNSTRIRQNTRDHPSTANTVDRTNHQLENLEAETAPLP
# Target sequence (P41143 whole entry, looked up): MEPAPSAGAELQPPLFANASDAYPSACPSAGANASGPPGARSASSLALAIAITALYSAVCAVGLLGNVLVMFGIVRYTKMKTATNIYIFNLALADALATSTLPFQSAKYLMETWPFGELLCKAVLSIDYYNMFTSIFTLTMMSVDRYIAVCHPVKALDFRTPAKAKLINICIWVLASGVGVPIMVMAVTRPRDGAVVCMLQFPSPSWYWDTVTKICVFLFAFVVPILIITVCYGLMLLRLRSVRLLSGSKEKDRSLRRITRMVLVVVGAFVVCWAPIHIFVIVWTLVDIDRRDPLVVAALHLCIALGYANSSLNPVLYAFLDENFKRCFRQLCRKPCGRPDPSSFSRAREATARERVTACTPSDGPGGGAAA
# DSG3 Ab inh – blocks pemphigus antibody binding to human desmoglein-3; binding (percent of control), % at 10 µM; AID 588358; actives 0.48% (n = 310,000); P32926; DSG3-coupled beads, scFv-anti-DSG3-GFP binding, flow cytometry; hits give low values;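 active means binding more than 3 SD below its plate's average and above zero; inconclusive means below that plate limit but binding exactly zero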;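 further: hits lower antibody fragment binding to DSG3; some compounds called inactive have numbers as strong as hits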
# OPRM1-OPRD1 inv – inverse agonist of human OPRM1-OPRD1 heterodimerization | cell-based MOR-DOR heterodimer luminescence, inverse agonism | inhibition, % at 9.3 µM | actives 0.21% (n = 340,000) | P35372+P41143; in the data active means inhibition above about 22%, passing the limit was not always enough;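 further: 0% = cells with DMSO and 100% = wells without cells with DMSO; values of inactives mirror those of a sister screen read the other way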
# AddAB inh – less growth of phage-infected E. coli with AddAB; E. coli expressing H. pylori AddAB, absorbance growth; inhibition, % at 11.9 µM; actives 0.29% (n = 330,000); AID 435030; in the data active means inhibition above about 12%;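 further: 0% = vehicle wells of infected cells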
# Arrestin-AP2 inh – inhibitors of human beta-arrestin and AP2 interaction | FITC-arrestin peptide / GST-AP2 beads, flow cytometry; AP2 beta2 appendage carries R879A mutation | inhibition, % at 10 µM | actives 0.31% (n = 340,000) | AID 504490;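 active means inhibition above a set limit, near 3 SD of compounds lacking own fluorescence, cut at about 54% in these data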;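 further: plate controls were DMSO wells for no effect and 5 µM unlabelled arrestin peptide for full effect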
#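 Assay system: GST-AP2 R879A bound to glutathione beads, E. coli-expressed; Medium: PBS with 0.05% Tween 20 and 0.1% BSA; Also added: fluorescein-tagged arrestin peptide at 50 nM final; Timing: 12 min plus 1 h, RT; Measured by: flow cytometry, FL1 (488/535 nm); Evaluation: percent drop in bead-associated FITC signal.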
# The depositor's hits bear a star; ? = inconclusive; · = not tested or not shown.
SMILES,Tat export inh,Ecoli viability,SUMO Mot1 rescue,PKA-R1A act,PfHsp90 yeast 2,phage Ecoli inh,OPRM1-OPRD1 ag,DSG3 Ab inh,OPRM1-OPRD1 inv,AddAB inh,Arrestin-AP2 inh
CCOC(=O)c1cc(-c2ccccc2)n(CCC(=O)N2CCN(c3ccc(OC)cc3)CC2)c1C,18,-1.1,-9,-7,-15,1.7,3.0,105,-16,0.9,-2
Cc1ccccc1Nc1nc(N)nc(COC(=O)CCS(=O)(=O)c2ccc(Cl)cc2)n1,4,·,·,3,-6,2.3,-2.1,108,10,·,38
CCCCN(C)C(=O)C1CCN(Cc2ccccn2)CC1,-3,-1.9,-15,-15,-1,0.7,-1.7,97,10,3.4,9
Cc1nc2ccc(S(=O)(=O)N(C)CC(=O)NCc3ccc(N(C)C)cc3)cc2s1,5,-1.5,11,-7,-25,0.9,-0.6,·,3,3.7,-4
COc1ccc(C)cc1NC(=O)C1CCN(S(=O)(=O)c2ccc3c(c2)C(C)(C)C(=O)N3C)CC1,-9,-0.9,-3,0,-3,2.4,-0.7,97,4,1.5,5
COc1ccc(/C=C/C(=O)c2ccc(OC)cc2OC)cc1,0,-1.3,5,-5,-3,0.7,1.8,105,-9,1.5,1
CC(c1n[nH]c(=S)n1-c1ccccc1)N1CCCCC1 (stereo not drawn),-10,0.4,535,·,-3,2.6,·,·,·,0.8,5
CCCOc1ccc(OCCCCNC(C)CC)cc1 (stereo not drawn),2,-3.6,6,-5,7,-1.5,-2.3,100,14,1.3,-3
O=C(CN1CCN(Cc2ccccc2)CC1)NCC1COc2ccccc2O1 (stereo not drawn),-3,0.9,-5,-3,·,2.7,-1.5,97,8,-0.3,6
Clc1ccccc1C1=CC(c2ccco2)n2nnnc2N1 (stereo not drawn),-4,2.0,0,4,-9,3.1,-1.2,102,6,2.8,-6
CC1Sc2ccc(S(=O)(=O)CCC(=O)N3CCc4ccccc43)cc2NC1=O (stereo not drawn),-7,0.4,0,6,5,-0.3,-0.7,104,4,2.5,-4
COc1cccc(NC(=O)NC2(C(F)(F)F)Oc3ccccc3O2)c1,-19,0.2,61,-9,17,1.9,-1.1,·,7,2.9,3
CCOC(=O)c1cccc(NC(=O)CCn2c(=O)oc3ccccc32)c1,-2,1.3,0,8,-25,1.6,0.4,·,-3,2.4,18
Cn1c(=O)[nH]c(=O)c2c1nc(OC(=O)c1ccccc1)n2CC(O)COc1ccccc1 (stereo not drawn),-5,0.9,2,5,20,-0.5,-1.9,106,10,-0.4,-1
CCOC(=O)c1cnc2c(Cl)cc(Cl)cc2c1NCCCN1CCOCC1,1,0.0,289,6,2,8.4,-2.6,105,12,0.2,-22
COc1cccc(CN2CCN(C(=O)c3ccco3)CC2)c1,?,2.5,-3,-2,2,-1.4,-2.7,106,13,1.8,-24
Nc1nnc(SCC(=O)Nc2nccs2)s1,3,0.8,23,-7,10,1.9,-0.6,·,4,3.6,13
COc1cccc(-n2nc(C(C)=O)c(=O)[nH]c2=O)c1,-16,0.8,-14,-7,9,2.9,-3.2,100,18,2.6,9
CSc1nnc(CCNC(=O)OC(C)(C)C)o1,-1,0.7,3,-17,0,1.3,-4.6,102,23,1.2,3
CC(C)c1ccc(NC(=O)CN2C(=O)NC(C)(C3CC3)C2=O)cc1 (stereo not drawn),0,-0.3,-22,-16,·,3.7,-2.7,101,10,2.8,34
COc1ccc(C2CC(c3ccccc3OC(C)=O)=NN2C(C)=O)cc1 (stereo not drawn),6,4.2,9,-10,9,-0.4,-3.5,110,17,1.6,9
Cc1ccc(C)c(NS(=O)(=O)c2ccc3c(c2)NC(=O)CO3)c1,-1,-1.5,·,-6,-9,4.1,-0.7,97,3,3.9,21
CCOc1ccc2nc(SCC(=O)NCc3ccc(OC)c(OC)c3)[nH]c2c1,-3,-2.3,-10,-6,6,3.1,-0.5,99,4,1.9,-7
Cc1c(C(=O)N2CCN(Cc3ccc4c(c3)OCO4)CC2)sc2ncnc(N3CCN(c4ccccc4)CC3)c12,9,-0.9,226,-8,10,1.7,2.0,133,-10,1.7,35
CC1=NOC(=O)/C1=C/c1ccc(O)c(Cl)c1,-8,-4.0,13,8,-24,2.5,-3.4,118,16,-2.2,5
Cc1nnc2sc(-c3cccc(NC(=O)c4cccnc4)c3)nn12,-6,1.4,-10,-11,-4,3.4,-3.2,93,17,2.5,23
Cc1[nH]c2ccccc2c1CCNC(=O)c1ccc2nccnc2c1,6,-0.7,-3,-2,-7,0.4,-1.3,105,7,4.1,38
COc1ccc(CCNC(=O)C2CCCN(S(=O)(=O)N3CCCCCC3)C2)cc1OC (stereo not drawn),-9,0.3,-8,2,32,0.5,-2.8,102,14,1.7,7
O=C1/C(=C\c2ccc(Br)o2)Cc2ccccc21,-5,-1.8,-6,-6,27,2.0,2.9,106,-18,1.8,-3
CCOc1ccccc1NC(=O)NC1(C(=O)NCC2CCCO2)CCCCC1 (stereo not drawn),1,1.1,-8,-4,-1,0.9,-1.0,98,6,2.2,-1
CCC(C)C(NC(N)=O)C(=O)Nc1ccc(OCc2ccccc2)cc1 (stereo not drawn),-1,-1.3,-9,-6,-2,-1.1,-0.7,99,4,0.1,-14
Cc1n[nH]c(=O)nc1NCCc1ccccc1,-1,-1.1,-10,5,·,0.8,-0.2,·,1,3.3,7
COc1cc(NS(=O)(=O)c2ccc(NC(=O)c3ccc(C)o3)cc2)nc(OC)n1,3,0.6,6,3,13,1.2,-0.7,·,4,-0.5,1
CCCCC(=O)Nc1ccc(C(=O)N2CCCC(C(=O)OCC)C2)cc1 (stereo not drawn),-5,-0.1,4,1,·,2.5,-1.1,103,6,0.3,-16
O=[N+]([O-])c1ccc(/C=[N+](\[O-])CCO)o1,14,99*,-14,3,9,97*,-0.7,91,3,99*,-8
COc1cc(C(=O)Nc2cccc(-c3nncn3C)c2)cc(OC)c1OC,-9,1.8,8,-2,-3,2.7,-1.9,101,10,0.9,0
Cc1cccc2cc(CN(CCCO)C(=O)Nc3ccc(Cl)cc3)c(=O)[nH]c12,2,·,·,-27,-11,1.4,-2.8,101,16,·,3
C=CCN(C(=O)Nc1ccc(Cl)cc1)C1CC(=O)N(c2ccc(OC)cc2)C1=O (stereo not drawn),-2,1.6,-18,-5,10,1.2,-2.3,101,12,0.6,-6
Cc1cc(NS(=O)(=O)c2ccc(NC(=O)COc3ccccc3C(C)(C)C)cc2)no1,-9,0.7,-2,-8,-13,1.9,-1.7,102,9,1.9,0
CSC1=C(C#N)C(C)C2=C(CC(C)(C)CC2=O)N1 (stereo not drawn),4,0.1,-14,0,-14,1.0,-3.7,·,17,3.6,-14
Cc1nnc(N2CCC(C(=O)NC3CCC(C)CC3)CC2)c2nn(-c3ccc(Cl)cc3)c(C)c12 (stereo not drawn),3,-0.4,-8,1,-2,·,-1.3,·,7,2.3,-4
Cc1ccccc1CC(=O)OCC(=O)Nc1ccc(C)c(S(=O)(=O)N2CCCCC2)c1,12,0.3,12,-5,3,-0.2,4.2,113,-17,-0.6,-10
CSc1ccccc1NC(=O)C1CC(c2ccccc2Cl)=NO1 (stereo not drawn),-6,-1.0,-8,6,25,-1.6,1.1,102,-5,3.5,-16
Cc1ccc2[nH]c(=O)c3cc(C(=O)N(C)Cc4ccco4)sc3c2c1,-1,0.1,-5,2,9,1.7,1.2,99,-7,0.5,3
COc1ccc(NC(=O)c2ccccc2Cl)c(NC(=O)c2ccco2)c1,-2,·,·,-6,-2,0.3,-1.3,·,8,·,-6
C/C(=N/OC(=O)c1c(F)cccc1F)c1nccs1,-11,-2.0,108,-4,-1,1.9,-2.1,97,11,2.6,-9
CC(=O)c1ccc(NC(=O)C(C)Oc2ccc(N(C)S(=O)(=O)c3ccc(C)cc3)cc2)cc1 (stereo not drawn),6,-0.2,0,9,31,4.3,-0.2,·,1,0.9,-1
COc1ccc(OCc2cc(C(=O)NCC3(C)COC3)no2)c(Cl)c1,5,1.6,-13,-2,-8,1.2,-1.3,100,7,2.3,51
O=C(CS(=O)(=O)c1ccccc1Cl)N1CCOCC1,0,0.8,8,1,5,-0.8,-3.0,103,15,1.2,-7
Cc1ccc(NC(=O)COc2ccc(/C=N/NC(=O)CSCc3ccccc3)cc2)cc1,0,1.8,-11,4,10,0.8,4.2,81*,-23,1.4,-4
Cc1ccc(C2CC(C(F)F)n3ncc(C(=O)Nc4c(C)nn(Cc5c(F)cccc5Cl)c4C)c3N2)cc1 (stereo not drawn),2,-0.2,15,1,-57,0.6,-1.4,·,9,-0.1,19
CC(OC(=O)c1cccs1)C(=O)NCc1ccccc1 (stereo not drawn),-3,-1.2,-17,-9,-10,2.1,-1.8,107,9,0.9,-2
CC1=NN(c2ccccc2)C(=O)/C1=C\N(O)c1ccccc1,-7,-3.3,21,7,22,1.5,-5.0,105,24,2.4,3
O=C(NC1CC1)C1CCN(C2CCN(C(=O)Cc3ccc4c(c3)OCO4)CC2)CC1,3,1.9,-5,-3,22,1.9,-2.4,106,13,0.3,6
CCC(C)(C)NC(=O)CN(Cc1ccccc1Cl)C(=O)CCC(=O)Nc1cc(C)ccn1,-1,0.5,0,7,-89,2.3,-1.3,121,7,4.0,38
Cc1cc(NC(=O)c2noc3c2CCc2ccccc2-3)n(-c2ccccc2)n1,-7,2.6,11,-6,-16,1.8,-1.5,85,9,-0.6,19
Cc1ccccc1CSCc1ccc(C(=O)NCCCN2CCOCC2)o1,10,-1.6,·,-5,27,0.3,-0.2,97,1,2.3,0
Cc1ccc2c(c1)N(CC(=O)N1CCCCC1)C(=O)C(C)O2 (stereo not drawn),7,0.9,0,4,1,0.0,-1.5,113,8,2.9,16
C=C1CCC[C@]2(C)C[C@H]3OC(=O)C(CNC(CC)CO)[C@H]3CC12 (stereo partly drawn),-5,-0.2,7,-3,1,2.5,3.2,98,-16,-1.6,-10
COc1ccc(S(=O)(=O)N(C)C)cc1NC(=O)COC(=O)CC1CCCC1,-1,-0.4,8,-2,13,2.3,-2.3,99,12,1.9,5
